# DPM-DC inhibit: inhibitors of Streptococcus pneumoniae diphosphomevalonate decarboxylase. purified DPM-DC, PK/LDH coupled NADH fluorescence. calls only at 10 µM. hit rate 0.49% among 65,000;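 active = the 320 compounds with the highest percent inhibition in the single-dose primary screen, excluding strongly autofluorescent ones, cut at about 32% in these data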;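 also: kinetic rate of NADH fluorescence loss reporting ADP formed by the decarboxylase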
# LYP phosphatase: LYP phosphatase inhibitors, primary screen, biochemical, DiFMUP fluorescence, recombinant catalytic domain, 10 µM (AID 606); inhibition, % at 10 µM; hits with a dose series show IC50 in µM; 52,000 tested, under 10 active; recombinant LYP catalytic domain, DiFMUP fluorescence; higher % means a stronger effect;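 active = IC50 under 40 µM in the dose-response test; inactive = IC50 of 40 µM or more, or never dose-tested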
# PMK inhibit: S. pneumoniae PMK inhibition. purified PMK, PK/LDH-coupled NADH absorbance 340 nm. inhibition, % at 10 µM. hit rate 0.49% among 65,000. AID 539;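 active = top-ranked compounds by inhibition in the single 10 µM screen, taking a fixed number of the strongest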;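 also: 0% = full reaction with DMSO carrier and 100% = background rate without enzyme reaction; no value below 0 was filed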
# HT1080 viability: cytotoxicity in HT1080 fibrosarcoma cells, cell-based, fluorescence readout (AID 620); HT1080 viability, fluorescence; higher % means a stronger effect; one-dose cytotoxicity, % at 10 µM; EC50 in µM for titrated hits; hit rate 0.42% among 87,000;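 also: cells exposed to compound overnight then 4 h with Alamar Blue; 0% = vehicle DMSO and 100% = killing control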
# KRASV12 cytotoxicity: cytotoxicity in KRAS-transformed pancreatic duct cells, primary screen, cell-based, fluorescence, HTS (AID 431) | HPDE-C7K KRASV12 cells, Alamar Blue viability, 48 h; higher % means a stronger effect | hit rate 1.7% among 63,000 | cytotoxicity, % at 10 µM; hits with a dose series show EC50 in µM;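 active = compounds whose percent cytotoxicity in the single-dose primary screen, scaled between solvent and toxic-drug controls, exceeds 50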;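 also: 0% = DMSO solvent wells and 100% = doxorubicin-treated wells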
# Spn MK inh: inhibitors of Streptococcus pneumoniae mevalonate kinase | purified MK, PK/LDH-coupled NADH absorbance 340 nm | inhibition, % at 10 µM | hit rate 0.48% among 65,000 | AID 555;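 active = ranked among the strongest by inhibition in the single 10 µM screen, a fixed top-ranked set picked for dose follow-up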; also: no value below 0 was filed
# HPDE-C7 viability: cytotoxicity in HPDE-C7 cells, cell-based, fluorescence, HTS (AID 430). HPDE-C7 pancreatic duct cells viability, fluorescence; higher % means a stronger effect. cytotoxicity, % at 10 µM; hits with a dose series show EC50 in µM. hit rate 1.8% among 63,000;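 also: cells exposed to compound for 48 hours before viability readout; 0% = vehicle and 100% = reference cytotoxic drug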
# Bfl-1 displacement: Bfl-1 inhibitors, primary screen, biochemical, fluorescence polarization, FITC-Bid, mouse (AID 432); hit rate 0.02% among 64,000; FITC-Bid BH3 peptide fluorescence polarization displacement; higher % means a stronger effect; displacement, % at 20 µM, or IC50 in µM where a hit was titrated; in the data active = a potency from the dose series; inactive = the rest, 99 in 100 with displacement below about 15%; also: strong numbers were not always called active
# Alkaline phosphatase: human TNAP enzyme inhibitors, biochemical, luminescent (AID 518); one-dose inhibition, % at 20 µM; IC50 in µM for titrated hits; hit rate 0.09% among 64,000; purified TNAP enzyme, luminescent substrate readout; higher % means a stronger effect; in the data active = a potency from the dose series; inactive = the rest, 99 in 100 with inhibition below about 22%;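 also: plate controls were vehicle for no effect and reference inhibitor for full effect; many of its hits are not listed in these tables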
# PMK inhibit pilot replicates: also measured in PMK inhibit; calls as there; inhibition, %; measured here: pilot screen replicates
# Spn MK inh pilot replicates: further read-out of Spn MK inh, marked with its call; inhibition, %; measured here: pilot screen replicates
# DPM-DC inhibit pilot screen %: also measured in DPM-DC inhibit; calls as there; inhibition, %; measured here: pilot screen trials
# * marks the source's active call; other numbers are inactive results; i = inactive; . = not tested or not shown; + = active, no number. Rule as the data show it, unless noted: active = cytotoxicity above about 50%; inactive = the rest.
SMILES,DPM-DC inhibit,LYP phosphatase,PMK inhibit,HT1080 viability,KRASV12 cytotoxicity,Spn MK inh,HPDE-C7 viability,Bfl-1 displacement,Alkaline phosphatase,others
CC(C)(S)[C@@H](N)C(=O)O,i,7%,0,-11%,0%,3,11%,5%,4%,PMK inhibit pilot replicates=1.5;Spn MK inh pilot replicates=0.0;DPM-DC inhibit pilot screen %=4.5
CCOc1ccc2[nH]c(=O)c(CN(Cc3ccco3)Cc3nnnn3Cc3ccccc3)cc2c1,i,.,1,-4%,43%,9,27%,0%,12%,
CCN1CCN(C(=O)C(C)N(c2ccc(C)cc2)S(C)(=O)=O)CC1 (stereo unspecified),i,4%,0,-3%,1%,9,-7%,0%,19%,
O=c1cc(CSc2nnnn2-c2ccccc2)nc2nc[nH]n12,i,-9%,0,24%,2%,4,1%,0%,7%,
CCCn1c(SCC(=O)Nc2nc(C)cs2)nnc1-c1cccnc1,i,0%,14,11%,13%,5,-2%,-3%,10%,
CCOC(=O)CSc1nnc(CSc2nc3ccccc3c(=O)[nH]2)n1-c1ccccc1,i,2%,0,6%,5%,0,-7%,-8%,7%,
O=C(NCc1cn2ccsc2n1)c1cccc(C(F)(F)F)c1,i,-3%,6,10%,7%,10,8%,1%,-3%,
O=C(C1CCCC1)N(c1ccccc1)C1C=CS(=O)(=O)C1 (stereo unspecified),i,-5%,20,-3%,4%,9,3%,-4%,7%,
COc1ccc(CCC(=O)NCc2cn3ccsc3n2)cc1,i,-9%,5,31%,.,4,.,.,.,
[N-]=[N+]=CC(=O)CC(c1ccccc1)N1C(=O)c2ccccc2C1=O (stereo unspecified),i,5%,8,-7%,7%,5,-10%,-5%,15%,PMK inhibit pilot replicates=6.5;Spn MK inh pilot replicates=2.0;DPM-DC inhibit pilot screen %=3.5
O=C(CN1CCc2[nH]c3ccccc3c2C1)N1CCCCC1,i,7%,10,4%,-1%,0,5%,7%,3%,
COc1ccc(-c2nc3n(c2Br)CCC3)cc1,i,9%,1,6%,25%,3,33%,0%,13%,
COc1ccc(OC)c(C(c2nnnn2C2CCCC2)N2CCN(c3ccc(F)cc3)CC2)c1 (stereo unspecified),i,.,10,-5%,-1%,6,-10%,-10%,6%,
COc1ccccc1N(Cc1cc2cccc(C)c2[nH]c1=O)C(=O)C(C)C,i,6%,0,20%,-14%,0,-12%,-3%,7%,
CCOC(=O)c1nnc2ccnn2c1N,i,-2%,0,2%,15%,5,8%,27%,-4%,PMK inhibit pilot replicates=0.0;Spn MK inh pilot replicates=0.0;DPM-DC inhibit pilot screen %=0.5
N#Cc1c(NC(=O)CSc2ncn[nH]2)sc2c1CCCCC2,i,5%,2,.,-1%,6,-1%,0%,1%,
O=C(O)C1CC=CCC1C(=O)Nc1cccc(Cl)c1 (stereo unspecified),i,9%,0,-1%,-8%,4,-4%,-1%,2%,
COc1ccc(-n2c(NC(=O)c3ccco3)c(C#N)c3nc4ccccc4nc32)cc1,+,10%,14,1%,10%,9,6%,-3%,6%,
COCCCNC(=O)Cn1nnc(-c2ccccc2NC(=O)c2ccc(F)cc2)n1,i,.,1,-2%,-3%,12,0%,1%,1%,
COc1cccc(NC(=O)N2CCCC2C(=O)NC2CC2)c1 (stereo unspecified),i,-8%,19,7%,-11%,2,6%,2%,12%,
CCc1ccccc1NC(=O)CSc1ncn[nH]1,i,-3%,2,0%,10%,7,17%,2%,22%,PMK inhibit pilot replicates=2.0;Spn MK inh pilot replicates=0.5;DPM-DC inhibit pilot screen %=0.0
Cc1csc2ncc(C(=O)Nc3ccon3)c(=O)n12,.,.,11,-2%,1%,0,-10%,1%,3%,
CCOC(=O)Nc1ccc2c(CN3C(=O)NC4(CCCC4)C3=O)cc(=O)oc2c1,.,10%,5,1%,-12%,0,-11%,-19%,9%,PMK inhibit pilot replicates=3.0;Spn MK inh pilot replicates=0.0
Cc1cc(C)c(NC(=O)NC(=O)c2cccc(F)c2)c(C)n1,i,10%,22,5%,-1%,0,-4%,1%,4%,
COC1=CC(=O)OC12CCCCC2,i,.,10,-6%,-7%,2,4%,-8%,4%,
O=C(Cn1cccc1C(=O)c1ccccc1)NCCCN1CCOCC1,i,5%,16,4%,2%,1,-1%,-12%,8%,
CN1CCC(=C2c3ccccc3C=Cc3ccccc32)CC1,i,13%,3,-10%,41%,12,12%,1%,14%,PMK inhibit pilot replicates=2.5;Spn MK inh pilot replicates=0.0;DPM-DC inhibit pilot screen %=0.0
Cc1ccccc1C(=O)c1cccn1CC(=O)N1CCCCCC1,i,0%,17,-3%,-2%,3,-7%,-8%,3%,
CCOC(=O)N1CCC(Nc2ccc3nnc(-c4ccccc4)n3n2)CC1,i,12%,1,12%,3%,10,22%,4%,3%,
O=C(CCCOc1ccccc1)N1CCc2ccccc2C1,i,3%,0,-6%,-10%,4,6%,5%,13%,
OC1(c2cccc(C(F)(F)F)c2)CCN(c2ncnc3c2[nH]c2ccccc23)CC1,i,4%,3,-2%,124%*,0,123%*,2%,11%,
CCOC(=O)N1CCN(C(=O)c2ccc(N3CCCC3=O)cc2)CC1,i,9%,18,-1%,1%,0,-8%,-7%,9%,
CN(CC(=O)O)S(=O)(=O)c1cccs1,i,8%,13,-10%,7%,0,6%,-4%,7%,
C=CCn1c(-c2c[nH]c3ccccc23)n[nH]c1=S,i,4%,12,23%,.,11,.,1%,21%,
c1ccc(CCNc2ncnc3c2nnn3Cc2ccccc2)cc1,i,-4%,5,-17%,-22%,7,-14%,-2%,7%,
Cc1ccc(-c2ccc(=O)n(CC(=O)NCCN3C(C)CCCC3C)n2)cc1 (stereo unspecified),i,-12%,23,-5%,-5%,9,-6%,-10%,2%,
Cc1ccccc1-n1nc(-c2ccc(N)cc2)cc1N,i,15%,14,2%,10%,9,-1%,-4%,3%,
CC(=O)OC12CC3CC(C1)C(=NO)C(C3)C2,i,.,9,22%,0%,8,-9%,-6%,2%,
CCOC(=O)CSc1nnc(-c2ccc(OC)cc2)n1CC,i,-2%,0,-14%,0%,5,6%,-5%,6%,
O=C(c1ccco1)N1CCN(Cc2cccc(F)c2)CC1,i,3%,7,-3%,-22%,8,-18%,-3%,1%,
CCc1cc2c(N3CCCCC3)ncnc2s1,i,10%,10,-31%,-10%,13,-22%,-11%,7%,
CC12CCC(C(=O)NC3CCCC3)(CC1=O)C2(C)C (stereo unspecified),i,11%,8,2%,0%,3,-6%,7%,4%,
COc1ccc2[nH]c(=O)c(CNC3CCCCC3)cc2c1,.,3%,7,0%,17%,7,9%,-4%,23%,PMK inhibit pilot replicates=3.5;Spn MK inh pilot replicates=3.0
NC(=O)c1cc(Br)cc2c3c([nH]c12)CCCC3,i,.,10,0%,.,10,.,7%,12%,
N#CCc1ccc(NS(=O)(=O)c2ccc(N3CCCC3=O)cc2)cc1,i,5%,1,0%,-1%,3,15%,3%,14%,
O=C(O)c1cccc2[nH]c(C(F)(F)F)nc12,i,7%,0,16%,-11%,10,-6%,-6%,-3%,
COC(=O)CN1C(=O)C2(OCCCO2)c2ccccc21,i,7%,7,11%,.,4,.,-1%,11%,
CC(C)N1C(=O)CCC1C(=O)N1CCN(c2ccccn2)CC1 (stereo unspecified),i,15%,10,-4%,3%,5,10%,-4%,48%,
CCOC(=O)C1=C(N)OC2=C(C(=O)CCC2)C1c1ccco1 (stereo unspecified),i,.,13,-8%,-2%,7,-5%,-8%,8%,
Cc1ccc(-c2cc(C(=O)Nc3c(C)n(C)n(-c4ccccc4)c3=O)[nH]n2)c(O)c1,i,.,5,15%,-16%,0,-9%,-2%,-15%,
Nc1nc(-c2ccccc2)nn1C(=O)Cc1ccccc1,i,6%,0,3%,-7%,6,-7%,-2%,16%,
CC(=O)c1cc2cc(O)ccc2o1,.,-7%,11,3%,0%,8,3%,0%,7%,
O=S(=O)(NC1CCCCCC1)c1cccc2cccnc12,i,.,13,14%,-12%,0,-9%,0%,9%,
CSC(=NS(=O)(=O)c1ccc(C)cc1)SC,i,12%,0,-7%,10%,3,14%,-6%,16%,
Cc1c(C(=O)NC2CCCCC2)oc2c1C(=O)CC(C)(C)C2,i,0%,0,-4%,7%,7,-9%,-2%,0%,
O=C(O)c1cccc(N2CCCC2)c1,.,-6%,18,3%,4%,6,-4%,-5%,12%,
CCOc1ccc(C2CC(c3cccc(OC)c3)Nc3nc(N)nn32)cc1 (stereo unspecified),i,9%,12,4%,5%,11,7%,-2%,13%,PMK inhibit pilot replicates=0.0;Spn MK inh pilot replicates=3.0;DPM-DC inhibit pilot screen %=0.0
O=c1cc(C(F)(F)F)c2sc(N3CCCCC3)nc2[nH]1,.,2%,17,-1%,-4%,0,7%,-2%,4%,
COc1cccc(C(=O)NCc2ccccc2OC)c1,i,21%,0,6%,-3%,9,-16%,2%,0%,
CC1(C)OC(C(N)=O)C(C(N)=O)O1 (stereo unspecified),i,3%,12,4%,-17%,0,-20%,-14%,-6%,

# Later entries
SMILES,DPM-DC inhibit,LYP phosphatase,PMK inhibit,HT1080 viability,KRASV12 cytotoxicity,Spn MK inh,HPDE-C7 viability,Bfl-1 displacement,Alkaline phosphatase,others
CC1CCCCN1Cc1nc2c(c(=O)n(C)c(=O)n2C)n1CCCc1ccccc1 (stereo unspecified),i,-3%,8,-2%,.,5,.,.,.,
O=C(Nc1cccnc1)Nc1ccc(Br)cc1Cl,i,4%,2,6%,12%,1,-3%,0%,13%,
CC1C(c2ccccc2)=[N+]([O-])C2(CCCC2)N1O (stereo unspecified),i,.,8,11%,9%,6,0%,-6%,2%,
CCN(Cc1ccccc1)C(=O)Cn1cc2c(n1)CCCC2,i,18%,3,-7%,-2%,2,-2%,-1%,-3%,
Cc1ccc(SCCC(=O)NCc2ccco2)cc1,i,-2%,8,2%,-2%,10,-1%,-8%,13%,
O=C(NCCCN1CCCCCC1)c1ccc(N2CCCC2=O)cc1,i,10%,22,6%,-10%,1,-20%,-2%,4%,
CCOC(=O)CN(Cc1ccccc1)S(=O)(=O)c1ccc(NC(C)=O)cc1,i,12%,10,6%,9%,0,-3%,-4%,3%,
CCn1c(=O)n(CC(=O)Nc2cc(OC)ccc2OC)c(=O)c2ccccc21,i,.,8,5%,33%,2,16%,-1%,13%,PMK inhibit pilot replicates=3.5;Spn MK inh pilot replicates=2.5;DPM-DC inhibit pilot screen %=2.5
O=C(O)CSCCCC(=O)Nc1ccc(Br)cc1,i,9%,10,-8%,-12%,7,-6%,-2%,12%,
CC(C)CN(CCCNC(=O)CC1Oc2ccccc2NC1=O)CC(C)C (stereo unspecified),i,0%,17,-3%,8%,10,-3%,-3%,-1%,
COc1ccc(N2CCN(C(=O)c3ccc(NS(=O)(=O)c4ccc(F)c(F)c4)cc3)CC2)cc1,i,.,4,-4%,-5%,0,-14%,-9%,6%,

# Fetched by structure from above, 2 records:
SMILES,DPM-DC inhibit,LYP phosphatase,PMK inhibit,HT1080 viability,KRASV12 cytotoxicity,Spn MK inh,HPDE-C7 viability,Bfl-1 displacement,Alkaline phosphatase,others
O=C(O)CSCCCC(=O)Nc1ccc(Br)cc1,i,9%,10,-8%,-12%,7,-6%,-2%,12%,
CCN(Cc1ccccc1)C(=O)Cn1cc2c(n1)CCCC2,i,18%,3,-7%,-2%,2,-2%,-1%,-3%,

# Source: PubChem BioAssay (several laboratories)
